Screening data: PubChem, several laboratories
TcdB inh = TcdB glycohydrolase inhibitors, primary screen, biochemical, single point, plate reader | TcdB glycohydrolase enzymatic assay | 350,000 compounds, 0.24% hits | Toxin B (Clostridioides difficile), P18177 | inhibition, % at 9.99 µM | AID 652162, 2013; in the data active = inhibition above about 10%
Target sequence (P18177 whole entry, looked up): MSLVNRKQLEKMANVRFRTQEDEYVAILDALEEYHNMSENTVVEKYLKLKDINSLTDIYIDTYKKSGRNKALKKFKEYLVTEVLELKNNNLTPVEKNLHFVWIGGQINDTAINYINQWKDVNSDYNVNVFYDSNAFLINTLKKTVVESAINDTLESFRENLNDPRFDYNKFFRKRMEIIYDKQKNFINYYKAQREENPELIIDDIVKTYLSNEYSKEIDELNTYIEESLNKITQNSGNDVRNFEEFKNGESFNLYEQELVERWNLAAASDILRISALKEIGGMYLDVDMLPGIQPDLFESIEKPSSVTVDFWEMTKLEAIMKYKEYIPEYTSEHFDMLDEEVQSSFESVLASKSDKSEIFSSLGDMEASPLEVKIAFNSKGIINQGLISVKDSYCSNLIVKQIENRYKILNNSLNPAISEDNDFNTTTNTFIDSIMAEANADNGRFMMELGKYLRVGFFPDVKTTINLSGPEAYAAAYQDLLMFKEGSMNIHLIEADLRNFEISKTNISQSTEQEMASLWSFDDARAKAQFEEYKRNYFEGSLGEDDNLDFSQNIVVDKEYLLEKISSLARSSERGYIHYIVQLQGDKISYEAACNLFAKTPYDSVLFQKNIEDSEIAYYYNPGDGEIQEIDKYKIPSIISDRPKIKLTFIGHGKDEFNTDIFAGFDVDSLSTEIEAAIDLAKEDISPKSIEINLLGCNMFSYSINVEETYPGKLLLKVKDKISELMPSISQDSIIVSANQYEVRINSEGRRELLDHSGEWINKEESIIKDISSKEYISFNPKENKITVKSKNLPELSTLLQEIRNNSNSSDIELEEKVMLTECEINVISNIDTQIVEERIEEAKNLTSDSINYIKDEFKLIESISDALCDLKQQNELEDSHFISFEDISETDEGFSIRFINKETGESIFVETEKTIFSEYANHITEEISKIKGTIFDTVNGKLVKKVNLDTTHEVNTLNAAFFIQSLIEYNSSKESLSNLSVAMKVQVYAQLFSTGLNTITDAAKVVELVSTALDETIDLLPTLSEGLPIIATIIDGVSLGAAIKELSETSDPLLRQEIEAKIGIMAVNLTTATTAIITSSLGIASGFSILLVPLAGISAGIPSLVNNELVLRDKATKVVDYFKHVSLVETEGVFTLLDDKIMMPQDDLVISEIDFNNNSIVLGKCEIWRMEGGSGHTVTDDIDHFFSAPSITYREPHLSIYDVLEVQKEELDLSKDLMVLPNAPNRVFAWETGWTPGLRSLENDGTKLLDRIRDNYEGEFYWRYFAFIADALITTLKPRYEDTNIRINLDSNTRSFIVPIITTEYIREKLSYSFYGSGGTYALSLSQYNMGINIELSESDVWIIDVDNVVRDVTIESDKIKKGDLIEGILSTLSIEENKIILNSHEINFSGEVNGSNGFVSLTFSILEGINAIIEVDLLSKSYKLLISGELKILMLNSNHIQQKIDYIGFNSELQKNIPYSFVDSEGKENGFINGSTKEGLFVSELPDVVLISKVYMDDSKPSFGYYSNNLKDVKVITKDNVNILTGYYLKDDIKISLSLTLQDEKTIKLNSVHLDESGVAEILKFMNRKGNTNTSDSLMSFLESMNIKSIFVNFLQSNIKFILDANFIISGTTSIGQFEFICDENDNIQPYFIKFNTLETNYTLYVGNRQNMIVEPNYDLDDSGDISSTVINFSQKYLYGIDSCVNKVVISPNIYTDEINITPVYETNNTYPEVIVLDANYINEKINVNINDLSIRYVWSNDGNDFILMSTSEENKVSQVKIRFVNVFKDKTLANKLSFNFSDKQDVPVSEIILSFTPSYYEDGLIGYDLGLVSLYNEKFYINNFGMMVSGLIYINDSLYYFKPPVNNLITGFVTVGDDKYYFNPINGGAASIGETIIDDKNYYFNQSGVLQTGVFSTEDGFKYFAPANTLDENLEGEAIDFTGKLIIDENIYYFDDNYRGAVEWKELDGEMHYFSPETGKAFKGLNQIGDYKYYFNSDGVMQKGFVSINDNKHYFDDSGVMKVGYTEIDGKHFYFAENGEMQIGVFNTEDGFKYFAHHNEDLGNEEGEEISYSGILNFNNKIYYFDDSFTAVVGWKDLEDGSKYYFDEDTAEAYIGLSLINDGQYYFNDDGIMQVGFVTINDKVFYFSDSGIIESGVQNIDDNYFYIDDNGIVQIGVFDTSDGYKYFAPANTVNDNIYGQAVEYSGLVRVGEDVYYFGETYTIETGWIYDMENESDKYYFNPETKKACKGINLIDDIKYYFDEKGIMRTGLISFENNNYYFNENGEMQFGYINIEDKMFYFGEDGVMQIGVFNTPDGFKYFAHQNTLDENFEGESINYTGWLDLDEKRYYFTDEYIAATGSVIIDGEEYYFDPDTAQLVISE
Anthrax LF inh2 = Bacillus anthracis LF protease inhibitors, primary screen, biochemical, multiplex microsphere, MLPCN library; Lethal factor (Bacillus anthracis), P15917; multiplex microsphere protease cleavage assay; inhibition, % at 10 µM; 360,000 compounds, 0.12% hits; also: plate controls were buffer without enzyme for full effect and enzyme alone for no effect
PriA SSB inh = inhibitors of Klebsiella pneumoniae PriA binding to SSB C-terminal tail, primary screen, biochemical, AlphaScreen; 430,000 compounds, 0.6% hits; AID 1272365, 2023; inhibition, % at 33 µM; AlphaScreen SSBct-PriA binding, biotinylated peptide; in the data active = inhibition mostly above about 37%, no sharp cut-off; inactive = mostly below about 20%;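 also: plate controls were negative control peptide for no effect and reference peptide for full effect; strong numbers were not always called active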
VHR inh abs = VHR1 phosphatase inhibitors, primary screen, biochemical, absorbance, uHTS; Dual specificity protein phosphatase 3 (Homo sapiens), P51452; recombinant VHR phosphatase, pNPP absorbance; inhibition, % at 13.3 µM; 290,000 compounds, 0.52% hits; AID 1654, 2009; in the data active = inhibition above about 50%; also: some compounds called inactive have numbers as strong as hits
CCHF vOTU inh = CCHFV vOTU protease inhibitors, primary screen, biochemical, Pep-AMC substrate, fluorescence. AID 651958, 2012. inhibition, % at 11.5 µM. 370,000 compounds, 0.55% hits; in the data active = inhibition above about 30%; also: 0% = vehicle wells with enzyme and 100% = no enzyme wells
Y pestis TopoI = Yersinia pestis topoisomerase I inhibitors, primary screen, biochemical, cleavage product accumulation, plate reader, single point; Y. pestis Topo-I cleavage product accumulation; activity, % at 10 µM; 360,000 compounds, 0.064% hits; DNA topoisomerase I (Yersinia pestis CO92); in the data active = activity above about 50%, passing the limit was not always enough; inconclusive = no clear call, values can overlap the other calls; also: inactives centre near 2
PfHsp40 rescue = rescue of yeast from PfHsp40 toxicity, primary screen, S. cerevisiae, ATP luminescence; AID 504582, 2011; 340,000 compounds, 0.68% hits; growth rescue, % at 12.5 µM; S. cerevisiae expressing PfHsp40, growth rescue; in the data active = growth rescue above about 28%, passing the limit was not always enough; inconclusive = no clear call, values can overlap the other calls;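 also: yeast W303a lacking pdr1 and pdr3 grown in galactose medium; growth measured after three days at 30 °C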
SARS 3CLpro inh = SARS-CoV 3CLpro protease inhibitors, primary screen, biochemical, quenched FRET. AID 1706, 2009. inhibition, % at 6 µM. 290,000 compounds, 0.14% hits. recombinant SARS-CoV 3CLpro, quenched FRET peptide cleavage. Replicase polyprotein 1ab (Severe acute respiratory syndrome coronavirus), P0C6X7; in the data active = inhibition above about 12%
BoNT A protease = BoNT/A light chain protease inhibitors, primary screen, biochemical, flow cytometry, MLPCN library; Botulinum neurotoxin type A light chain protease (Clostridium botulinum A str. ATCC 3502); multiplex microsphere protease substrate cleavage; inhibition, % at 10 µM; 360,000 compounds, 0.17% hits; AID 588499, 2011; also: plate controls were buffer without enzyme for full effect and enzyme alone for no effect
Vc quorum ag = inducers of Vibrio cholerae quorum light production without autoinducers, primary screen, BH1578 luxS cqsA deficient, single point. V. cholerae BH1578 lux reporter, luminescence, 6 h. AID 588436, 2011. 350,000 compounds, 0.16% hits. activation, % at 18.7 µM; in the data active = activation mostly above about 9.7%, no sharp cut-off; inconclusive = no clear call, values can overlap the other calls; inactive = mostly below about 3.7%; also: not every result past the cut was called active; inactives centre near 0; reference of the scale not given here
* hit, by the source's call; i = inactive; ? = inconclusive; nt = no result given; & = joins results of further samples. Rule as the data show it, unless noted: active = inhibition above about 30%; inconclusive = no clear call, values can overlap the other calls; inactive = below that. Some of the compounds tested (hit frequency here may not be typical).

Values run as follows: TcdB inh, Anthrax LF inh2, PriA SSB inh, VHR inh abs, CCHF vOTU inh, Y pestis TopoI, PfHsp40 rescue, SARS 3CLpro inh, BoNT A protease, Vc quorum ag
1	C=CCN=C1CC(C)(C)C(C(=O)OC)C(O)=C1C(=O)CCC (stereo unspecified)
 : 1.8, 2, -18, 14, 3, 3, -1.4, 0, 0.9, i
2	CCn1c(CNC(=O)c2ccc(OC)c(OC)c2)nnc1SCC(=O)Nc1ccc(OC)cc1
 : nt, 2, -4, -17, -7, -2, 6.8, -2, 0.1, 0.1
3	CCOC(=O)C(C)Sc1ncc(-c2ccc(Cl)cc2)cn1 (stereo unspecified)
 : nt, -1, -93, 21, 2, 16, 0.6, 5, -0.4, -0.3
4	CN(C)CCCCOc1ccc(F)cc1
 : 0.9, -10, -11, 18, 0, -7, -0.2, 5, -1.4, i
5	COc1ccc(-c2csc3nc(C)nc(N4CCCCC4)c23)cc1OC
 : 1.8, 0, 6, 0, -5, -10, 0.0, -1, 0.8, i
6	Cc1ccc2nc(Nc3nc(C)cc(-c4ccccc4)n3)[nH]c(=O)c2c1
 : 0.3, 0, -5, 32, -2, -8, -0.9, -5, 0.4, -0.6
7	CC(OC(=O)c1ccc(NC(=O)CC#N)cc1)C(=O)Nc1nc(-c2ccccc2)cs1 (stereo unspecified)
 : 0.8, -2, 15, nt, -1, -8, 0.4, nt, 1.5, -0.4
8	C/C(=N\NS(=O)(=O)c1ccccc1)c1cc(Cl)cc(Cl)c1O
 : -4.4, 3, nt, 23, 13, -12, 1.4, 0, -1.6, -0.1
9	COc1cccc(NC(=O)C2C3CCC4C(CCC32)C4(Cl)Cl)c1 (stereo unspecified)
 : nt, -1, -7, 4, -17, 0, 0.2, 0, 0.8, i
10	O=C(O)C1CC=CCC1C(=O)NC1CCCCC1 (stereo unspecified)
 : 1.4, 0, -13, 13, -6, 5, -0.9, 5, -0.4, -0.2
11	CCSc1nnc(NC(=O)/C=C/c2ccco2)s1
 : 0.0, -1, -15, 8, 11, 2, 0.9, 1, 0.2, -0.2
12	COc1ccc(CN2CCCC(CNC(=O)c3ccc(F)cc3)C2)c(F)c1 (stereo unspecified)
 : 0.7, -1, 4, 23, 2, -8, 1.5, -5, -0.3, -0.3
13	Cc1ccccc1-c1nc(CN2CCC(C(=O)NCc3cccs3)CC2)c(C)o1
 : nt, 1, -1, -13, -10, -3, -2.1, 6, 4.1, -0.4
14	COc1ccc(N(CC(=O)NC2CCCCCCC2)S(=O)(=O)c2c(C)nn(C)c2C)cc1
 : 3.7, -6, -17, 29, 7, -8, 0.1, -2, -0.9, i
15	OCCC1CN(Cc2cccc(-n3cccn3)c2)CCN1Cc1ccccc1 (stereo unspecified)
 : 0.2, 4, -4, 14, -7, 2, -0.2, 2, 0.4, -0.1
16	CCOc1ccccc1NC(=O)Cn1nnc(-c2ccc(OCC)c(OCC)c2)n1
 : 0.5, 2, -7, 27, -11, 4, 2.6, -1, -0.2, -5.0
17	Cc1nc2cc(NC(=O)N(C)c3ccc4ccccc4c3)ccc2o1
 : nt, -1, 2, 25, 11, 14, 0.5, 6, 0.9, i
18	COc1cccc(C(=O)Nc2cc(C(F)(F)F)ccc2Cl)c1
 : 1.7, -4, -67, 26, -1, 0, 3.5, 2, -0.1, i
19	O=C(Nc1ccc(F)cc1F)C1CCN(C(=O)c2ccc(Br)cc2)CC1
 : 0.4, -3, -6, 10, 3, 1, -0.1, 8, -1.3, 0.6
20	CCCCCCn1c(CN2CCCCC2CC)nc2c1c(=O)n(C)c(=O)n2C (stereo unspecified)
 : 1.0, -7, -7, -10, 7, 3, -1.2, 1, -0.7, -1.0

Molecules listed so far that contain an aryl thioether with sulfur outside any ring (three):
Values run as follows: TcdB inh, Anthrax LF inh2, PriA SSB inh, VHR inh abs, CCHF vOTU inh, Y pestis TopoI, PfHsp40 rescue, SARS 3CLpro inh, BoNT A protease, Vc quorum ag
2	CCn1c(CNC(=O)c2ccc(OC)c(OC)c2)nnc1SCC(=O)Nc1ccc(OC)cc1
 : nt, 2, -4, -17, -7, -2, 6.8, -2, 0.1, 0.1
3	CCOC(=O)C(C)Sc1ncc(-c2ccc(Cl)cc2)cn1 (stereo unspecified)
 : nt, -1, -93, 21, 2, 16, 0.6, 5, -0.4, -0.3
11	CCSc1nnc(NC(=O)/C=C/c2ccco2)s1
 : 0.0, -1, -15, 8, 11, 2, 0.9, 1, 0.2, -0.2

(next part)
Values run as follows: TcdB inh, Anthrax LF inh2, PriA SSB inh, VHR inh abs, CCHF vOTU inh, Y pestis TopoI, PfHsp40 rescue, SARS 3CLpro inh, BoNT A protease, Vc quorum ag
21	COC(CNC(=O)CN1CCN(Cc2ccccc2F)C1=O)OC
 : -0.1, 12, -14, -24, 0, -3, -1.6, 3, 0.6, -1.4
22	O=C(COc1ccc(S(=O)(=O)N2CCOCC2)cc1)NC1CCCC1
 : nt, 0, -15, 13, 6, -2, -1.0, 0, 0.2, -0.4
23	Cc1ccc2nc(-c3ccccc3)cc(C(=O)Nc3cccnc3)c2c1
 : 3.6, 8, -3, nt, -5, 2, -1.0, nt, 0.0, 0.7
24	O=C(CSC1=NC2(CCCCCC2)N=C1c1ccccc1)Nc1ccc2c(c1)OCCO2
 : 0.1, 2, -2, 0, 1, 20, 5.8, 0, -0.7, -0.2
25	O=C(NCCc1ccccn1)C1CCCN1S(=O)(=O)c1ccc(Cl)cc1 (stereo unspecified)
 : 1.0, 0, -14, -7, -7, 7, 0.5, -1, 2.1, -0.3
26	Cc1cc(C)n(Cc2ccccc2)c(=O)c1S(=O)(=O)c1ccccc1
 : nt, -3, -21, 17, 9, 3, -0.7, 1, 1.1, -0.7
27	CC(C)/C=C/C(=O)N1CCC(N2CCC(C(=O)NCC3CCCO3)CC2)CC1 (stereo unspecified)
 : 0.8, 4, nt, nt, -6, 6, nt, nt, 0.0, i
28	COc1ccc(NS(=O)(=O)c2ccc3oc(SCc4ccc(F)cc4)nc3c2)cc1
 : -1.1, 2, -15, 17, 8, 41, 11, 5, 0.0, 3.5
29	CCOc1ccc(Cl)cc1CN1CCOCC1
 : nt, -2, -19, 24, 4, 1, -0.3, 7, -0.3, -0.4
30	O=C(c1ccc(NC(=S)NCc2ccc(Cl)cc2)cc1)N1CCCCC1
 : -0.4, 0, -7, 12, 5, 24, -0.5, 5, -0.9, 0.9
31	C[C@@H]1CN([C@@H](C)CO)C(=O)CCCn2nncc2CO[C@H]1CN(C)Cc1cccc(O)c1
 : 1.6&-0.2&-1.0, 4, nt, nt, 23, 4, nt, nt, -0.4, -0.4
32	CN(C)C(=O)C(OC(=O)c1ccc2c(c1)CCCC2)c1ccccc1 (stereo unspecified)
 : 1.1, 1, -4, 17, -6, 29, -0.8, -4, -2.5, 6.2
33	O=C(Nc1nc2ccccc2n1Cc1ccccc1)c1ccco1
 : nt, 2, -17, 16, 13, 22, 0.1, 0, 1.6, i
34	O=C(NCCCN1CCOCC1)c1ccc(N2CCCC2)c([N+](=O)[O-])c1
 : -2.6, 6, 1, 22, -3, 9, -0.7, -2, -0.4, -0.5
35	CC(C)CC(CO)N1CCN(C(=O)c2cccc(C(F)(F)F)c2)CCC1=O (stereo unspecified)
 : -0.1, 2, -11, -11, 7, -3, -2.2, -1, 0.4, -0.4
36	OCC1OC(Oc2c(Br)cc(Br)cc2Br)C(O)C(O)C1O (stereo unspecified)
 : -11, 4, -8, nt, -6, -5, -0.1, nt, -0.1, i
37	COc1ccc(NC(=S)N(CCN(C)C)Cc2cccs2)cc1
 : -1.6, -4, 5, 8, 1, -2, -1.7, 3, -0.8, i
38	CCc1ccc(OCc2ccc(C(=O)OC)o2)cc1
 : 0.3, -11, -34, -12, 7, 7, 0.1, -3, -1.5, -0.6
39	COc1ccc(C(=O)n2cc(C(=O)c3cc(C)ccc3O)cn2)cc1
 : nt, 3, -5, -4, -4, 2, -1.7, -2, 0.7, i
40	CCOCCCNC(=O)c1ccc2c(c1)ncn2-c1ccc(C)cc1C
 : 1.8, -14, 10, -13, -13, 22, -0.1, -1, -1.8, -6.2

The closing 2 records of the section above open the next one:
Values run as follows: TcdB inh, Anthrax LF inh2, PriA SSB inh, VHR inh abs, CCHF vOTU inh, Y pestis TopoI, PfHsp40 rescue, SARS 3CLpro inh, BoNT A protease, Vc quorum ag
39	COc1ccc(C(=O)n2cc(C(=O)c3cc(C)ccc3O)cn2)cc1
 : nt, 3, -5, -4, -4, 2, -1.7, -2, 0.7, i
40	CCOCCCNC(=O)c1ccc2c(c1)ncn2-c1ccc(C)cc1C
 : 1.8, -14, 10, -13, -13, 22, -0.1, -1, -1.8, -6.2
41	O=C(O)c1c2cc(Br)ccc2nc2[nH]c(=O)[nH]c(=O)c12
 : 0.4, -12, -11, nt, 7, -5, 0.0, nt, -0.1, -3.8
42	Cc1ccc(/C=C/C(=O)OCC(=O)N2CC(=O)Nc3ccccc32)o1
 : -1.6, 2, -15, 14, 11, -5, -0.4, -1, -1.1, -0.6
43	CCOC(=O)c1c(NC(=O)CC2SC(=NC)N(C)C2=O)sc(C)c1C (stereo unspecified)
 : nt, -9, 5, -27, -1, -2, 1.2, 2, -1.1, -0.4
44	CN(C)CCOc1ccc(C(C)(C)c2ccccc2)cc1
 : 1.3, -4, -1, 17, 14, 3, -0.3, 5, 0.4, -0.7
45	O=C(CCc1ccc(S(=O)(=O)NC2CCCCC2)cc1)N(Cc1ccccc1)Cc1ccccc1
 : nt, -2, 0, 4, 5, ?, 3.1, 6, 0.3, i
46	CCOC(=O)c1cc2sccc2n1CC(=O)Nc1ccc(OC)cc1
 : nt, 0, -2, 10, -2, 0, 0.2, 2, 0.0, -3.7
47	CCN(c1ccccc1)S(=O)(=O)c1ccc(OC)c(NC(=O)CN2C(=O)NC(C)(C)C2=O)c1
 : -1.0, -2, -5, nt, -6, 6, 1.0, nt, -0.8, 1.6
48	c1cncc(-c2nnc3sc(C4CCCCC4)nn23)c1
 : nt, 0, -5, 7, -8, -2, -1.0, -2, -0.4, nt
49	C/C(=N\NC(=O)c1cc(C)nc2ccccc12)c1cccs1
 : -0.2, -9, nt, 4, 0, 9, -0.7, 6, 0.2, -0.5
50	CCOC(=O)N1CCN(C(=O)C2CCN(S(=O)(=O)CC)CC2)CC1
 : 0.0, -4, -24, 26, -1, -8, 0.1, -3, 0.3, -5.9
51	COc1ccc2c(c1)C(=O)CC(c1ccc3c(c1)OCCO3)O2 (stereo unspecified)
 : 0.2, -6, 1&-7, 24, 15, -1, -0.7, 3, -4.1, i
52	COc1ccc(NC(=O)N2CCCC2C(=O)NCc2ccccc2Cl)cc1 (stereo unspecified)
 : 0.7, -9, -24, 21, -6, -2, -2.2, 0, 0.6, -0.2
